Screening results (PubChem)
PDI inh = inhibitors of human protein disulfide isomerase; P07237; PDI insulin aggregation turbidity, A650, 90 min; inhibition, % at 10 µM; 0.052% of 350,000 active;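 active means mean inhibition across replicates of 30% or more, whatever share of single replicates reach that level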;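 further: absorbance from insulin aggregation driven by PDI reduction with DTT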
MC4R antagonist = antagonists of human melanocortin 4 receptor (MC4R) | P32245 | MC4R-expressing cells, MTII-stimulated cAMP, LANCE TR-FRET | inhibition, % at 6.5 µM | 0.48% of 360,000 active | AID 540295;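 active means inhibition above its plate's cutoff, the mean of tested wells on that plate plus 3 SD, cut at about 29% in these data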;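 further: 0% = Melanotan II alone and 100% = Melanotan II plus saturating MCL0020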
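Material: human MC4R-expressing U2OS cells. Probe or stimulus: Melanotan II challenge. Dosing: 6.5 µM single dose. Times: 30-min compound, 1-h challenge, 1-h detection, room temperature. Technique: TR-FRET with Eu-cAMP and labeled anti-cAMP, 671 nm. Replication: singlicate.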
CaV13 ICDI inh = Disruptors of the CACNA1D IQ motif to Ca2+-dependent inactivation inhibitor domain association, primary screening, Förster resonance energy transfer in intact living …. HEK cells, CFP/YFP FRET ICDI-IQ, plate reader, 10 min; percent FRET-ratio fall versus neutral wells. 0.098% of 340,000 active. inhibition, % at 12.3 µM;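 active means mean replicate inhibition of at least 30% and at least 1% of replicates passing that level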;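 further: 0% = median of the neutral control wells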
Glyco luc inh = blocks N-linked glycosylation in D54 reporter cells; D54 ERlucT glycosylation luciferase reporter, 24 h; percent of 100 nM tunicamycin response; reporter increase, % at 12.5 µM; 0.23% of 360,000 active;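 active means mean luciferase reporter signal, scaled so untreated is 0 and the glycosylation-blocking control 100, at or above a set limit in every replicate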;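 further: luciferase carries N-glycosylation sites so blocking glycosylation raises the light; 0% = median of neutral control wells and 100% = median of 100 nM tunicamycin wells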
H9c2 protect = protects H9c2 cardiomyocytes from peroxide injury; H2O2 injury protection, ATPLite, 2 h; 0.63% of 360,000 active; AID 588492; protection from H2O2 cell death, % at 20 µM;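 active means compounds giving at least 50% protection of heart cells from peroxide-induced death in the single-dose screen, raw or plate-pattern-corrected value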;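 further: 0% = DMSO wells with peroxide and 100% = DMSO wells without peroxide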
m5-HT2A agonist = activates the mouse 5-HT2A serotonin receptor | CHO-K1 mHTR2A beta-arrestin complementation, luminescence; percent of 30 µM serotonin response | P35363 | 0.66% of 360,000 active | activation, % at 7.6 µM;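 active means activation above a run cutoff, the mean activation of all tested compounds plus 3 SD, cut at about 14% in these data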;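 further: 0% = plate median of compound wells and 100% = 30 µM serotonin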
ABCB6 inh MLPCN = blocks the human ABCB6 transporter; fluorescence ratio to DMSO, % at 10 µM; Q9NP58; K562-ABCB6 porphyrin accumulation, flow cytometry, 1 h; hits give low values; 0.19% of 360,000 active; AID 602162;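 active means fluorescence ratio to DMSO below 75%, the collection mean minus 3 SD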;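 further: signal is porphyrin accumulated inside mitochondria; 100% equals median channel fluorescence of DMSO control wells; lower ratio means ABCB6 inhibition with less porphyrin fluorescence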
Target sequence (Q9NP58 whole entry, looked up): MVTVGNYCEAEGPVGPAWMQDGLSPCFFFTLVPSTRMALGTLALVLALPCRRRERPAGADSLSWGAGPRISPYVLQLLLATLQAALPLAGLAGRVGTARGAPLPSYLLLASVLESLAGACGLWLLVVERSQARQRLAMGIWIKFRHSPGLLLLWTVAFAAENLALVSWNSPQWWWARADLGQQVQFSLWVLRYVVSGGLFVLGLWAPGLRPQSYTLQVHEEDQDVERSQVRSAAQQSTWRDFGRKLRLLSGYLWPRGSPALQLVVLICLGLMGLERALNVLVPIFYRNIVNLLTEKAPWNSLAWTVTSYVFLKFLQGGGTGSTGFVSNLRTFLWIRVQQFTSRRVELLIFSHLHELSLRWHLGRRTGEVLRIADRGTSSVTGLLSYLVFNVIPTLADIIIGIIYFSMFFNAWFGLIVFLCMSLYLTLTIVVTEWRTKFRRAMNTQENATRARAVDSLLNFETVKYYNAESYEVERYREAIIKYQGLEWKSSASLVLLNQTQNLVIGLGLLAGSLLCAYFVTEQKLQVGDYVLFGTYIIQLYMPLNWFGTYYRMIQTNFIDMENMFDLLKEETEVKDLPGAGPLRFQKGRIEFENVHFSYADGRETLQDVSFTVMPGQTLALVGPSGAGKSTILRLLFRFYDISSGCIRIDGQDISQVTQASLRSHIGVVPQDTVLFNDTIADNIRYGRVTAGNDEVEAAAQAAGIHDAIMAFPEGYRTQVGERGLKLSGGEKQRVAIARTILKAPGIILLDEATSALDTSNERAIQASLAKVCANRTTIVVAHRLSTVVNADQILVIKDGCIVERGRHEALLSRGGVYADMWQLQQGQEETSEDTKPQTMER
Granule exo inh = lytic granule exocytosis inhibition; AID 651702; TALL-104 LAMP-1 surface exposure, flow cytometry; cells stimulated with thapsigargin and PMA; inhibition, % at 10 µM; 0.66% of 360,000 active;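 active means inhibition above about 55%, limit read from the data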
ABHD5 PLIN5 PPI = ABHD5-PLIN5 protein interaction inhibition. Split G. princeps luciferase complementation, luminescence, 4 h. inhibition, % at 4 µM. 0.78% of 360,000 active. AID 602281;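 active means inhibition above the mean inhibition across every tested compound plus 3 SD, cut at about 22% in these data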;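 further: 0% = DMSO only wells and the 100% control is not disclosed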
MC4R barr agon = activates human MC4R beta-arrestin recruitment; P32245; U2OS MC4R beta-arrestin complementation, luminescence; percent of melanotan II response, DMSO zero; activation, % at 8.9 µM; 0.98% of 360,000 active; AID 540308;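 active means activation above a per-plate cutoff, the mean activation of sample wells on that plate plus 3 SD, cut at about 8% in these data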
* = called active by the depositor; . = not tested or not shown; & = joins results of further samples.

SMILES	PDI inh	MC4R antagonist	CaV13 ICDI inh	Glyco luc inh	H9c2 protect	m5-HT2A agonist	ABCB6 inh MLPCN	Granule exo inh	ABHD5 PLIN5 PPI	MC4R barr agon
Cc1c([N+](=O)[O-])c([N+](=O)[O-])nn1CC(=O)NCCc1ccccc1	4	5	-2	3	3	0	100	-1	3	-1.4
O=C(O)c1ccc(-n2nc(C(F)(F)F)c3c2CCCC3)cc1	-27&2	1&-3	-3	3&0	-7&1	1&1	98&93	-2&0	-3&1	-1.1&1.6
Cc1cc(NC(=O)COC(=O)CNS(=O)(=O)c2ccc(C)c(C)c2)no1	-1	47*	-6	2	6	1	96	-3	-4	-1.9
CCCC[C@H](CC(=O)c1ccccc1)[C@@H](OC(C)=O)C(=O)Oc1c(C(C)C)cccc1C(C)C	10	17	-11	-4	-15	2	105	3	-1	-0.8
COc1ccc(CN(CCC(c2ccc(F)cc2)C2CCOC(C)(C)C2)C(=O)c2ccco2)cc1 (centres undefined)	11	15	-17	-5	49	2	98	1	3	0.3
O=C(COC(=O)c1ccco1)NCCNC(=O)COC(=O)c1ccco1	-3	0	.	2	-5	3	103	28	9	2.8
CC(=O)c1ccc(NC(=O)C2CC(c3ccc(F)cc3)=NO2)cc1 (centres undefined)	3	9	-4	1	-6	-1	96	-5	-6	-0.8
O=C(O)CCC(=O)NNc1ncnc2ccccc12	4	-1	-3	1	-2	-3	100	-8	-4	-0.7
O=S(=O)(Nc1cccc(-n2cnnn2)c1)c1ccccc1C(F)(F)F	-5	7	-7	0	0	2	99	1	5	-0.9
CC(CSc1nnnn1-c1ccccc1)Cn1c(N2CCN(C)CC2)nc2c1c(=O)[nH]c(=O)n2C (centres undefined)	-1	7	-7	2	3	4	99	0	0	-0.3
COc1cccc2sc(N(CCCN(C)C)C(=O)c3ccc(S(=O)(=O)N4CCCc5ccccc54)cc3)nc12	13	4	-3	-2	-13	-4	100	26	18	3.5
Nc1nc(NCC2CCCO2)nc(Nc2ccccc2)c1[N+](=O)[O-] (centres undefined)	13	-2	-3	-1	13	2	95	3	3	-1.1
COc1ccc(C)c2sc(NC(=O)C3CC3)nc12	.	3	-7	8	-16	2	97	-2	6	-0.1
COc1ccccc1C(C)NS(=O)(=O)c1ccc(Cl)nc1 (centres undefined)	-1	3	0	0	-9	5	97	-5	0	-1.8
COc1ccc(C2/C(=C(/O)c3ccccc3)C(=O)C(=O)N2C)c(OC)c1 (centres undefined)	13	6	-3	1	5	4	95	-3	5	1.5
COc1ccc(CN2C(=O)CCC(C(=O)O)C2c2ccccc2)cc1 (centres undefined)	2	2	3	1	-4	6	97	-4	-3	-0.4
Cc1ccccc1Nc1nnc(SCC(=O)NCc2ccco2)s1	2	5	-6	3	-2	2	99	-4	3	-2.0
Cc1ccc(C)n1-c1ncc(Br)cn1	12	7	0	-1	6	-1	103	1	4	0.0
O=C(NCCc1ccccc1)c1cnc2sccn2c1=O	-11	-4	-6	-4	4	7	94	1	4	0.8
COc1ccc(NC(=O)N(C)[C@H]2C[C@H]3c4[nH]c5ccccc5c4CCN3C(=O)[C@H]2CO)cc1	4	2	-9	4	12	-2	102	-1	2	-0.4
Cc1ccc(C(=O)N2CCC(C)CC2)cc1S(=O)(=O)N1CCCCC1	-12	-5	-6	0	3	3	96	3	-2	-1.2
Nc1nnnn1CC(=O)OCc1cccc(Br)c1	10	3	-3	0	8	4	103	1	6	-1.2
CCOc1ccc(NC(=O)CN(C)C(=O)CSc2ccccc2)cc1OCC	7	16	-6	2	4	1	100	-2	-7	0.3
CCOC(=O)Cn1c(-c2nonc2NC(=O)c2ccccc2F)nc2ccccc21	7	-3	-4	-12	-10	1	97	1	-5	-1.2
FC(F)Oc1ccccc1/C=N/Nc1nc2ccccc2o1	-7	0	-4	4	5	-9	96	-3	-2	7.4
CCC(OC(=O)C(CC(C)C)NC(=O)c1ccccc1)C(=O)Nc1nnc(C)s1 (centres undefined)	.	2	.	-2	1	-1	102	0	-5	-0.5
CCOC(=O)N1CCN(C(=O)C2CCCN(c3ncnc4c3nc3n4CCCCC3)C2)CC1 (centres undefined)	-6	9	-3	2	8	-4	89	3	7	-0.6
CN1CCN(C(=O)c2cc3c(n(-c4ccccc4)c2=O)CC(C)(C)CC3=O)CC1	4	-2	-4	0	2	9	91	2	5	-1.4
Cc1nc(C)c(C(=O)N/N=C/c2ccco2)s1	-6	3	-4	1	2	-4	100	-3	-3	-0.9
O=C(NCC(=O)N(c1ccc(F)cc1)C(C(=O)NCC1CCCO1)c1ccccc1)c1ccco1 (centres undefined)	3	4	-5	0	16	-1	100	-3	2	-1.8
N#Cc1ccccc1NC(=O)CSc1n[nH]c(-c2ccco2)n1	0	6	-6	3	7	7	96	4	2	-2.3
COc1cccc(OCc2nnc(SCC(=O)NCc3ccco3)n2C)c1	-3	-1	-4	3	-6	-1	99	0	2	-1.4
CCOC(=O)C1=CCN(S(=O)(=O)c2ccc(F)cc2)C1c1ccccc1 (centres undefined)	.	.	-3	-1	5	1	95	0	0	.
CC(=O)c1cccc(OCC(=O)Nc2ccccc2N2CCOCC2)c1	-8	3	-6	-3	34	5	99	-2	13	-0.8
COc1ccc(CNc2cc(C)ccc2C)c(OC)c1OC	-1	2	-8	-4	-11	-3	92	-4	1	1.0
O=C(CSc1ccc(Cl)cc1)NCC1CCCO1 (centres undefined)	1	8	-7	3	-3	2	88	-2	0	1.2
O=C(CSc1nnc(-c2ccncc2)o1)Nc1ccccc1Cl	-3	3	-1	3	8	-3	95	2	1	-1.2
CC(=O)Nc1ccc(S(=O)(=O)Oc2cccc(N3C(=O)C4CC=CCC4C3=O)c2)cc1 (centres undefined)	-4	10	-4	2	-5	-1	102	-1	6	-1.3
O=C(CSC(=S)N1CCOCC1)Nc1ncc2c(n1)CCCC2=O	-6	4	-2	1	-3	-3	104	-3	1	-1.6
C[C@]12c3[nH]c4cc(-c5ccco5)ccc4c3CCN1C(=O)[C@@H](CC(=O)NCCc1ccccn1)C[C@@H]2C(=O)N1CCOCC1	20	9	-3	1	11	2	101	-4	6	-1.5
Cc1nn(CC(C)C)c(Cl)c1C(=O)NCC(C)(C)N1CCOCC1	3	-1	-10	1	-1	-1	95	2	-5	-1.6
Cc1cccc(N(CC(N)=O)S(C)(=O)=O)c1C	0	7	-4	2	-1	6	101	2	-1	-1.2
COc1ccc(Cl)cc1NC(=O)C/C(C)=N/NC(=O)COc1ccc(C)cc1	9	0	-5	-1	-3	-2	99	0	3	-1.1
CC(C)NC(=O)CSc1nnc(-c2ccc3ncccc3c2)n1C	1	-4	-21	2	2	1	104	0	4	-1.3
COc1ccccc1N1CCN(C(=O)NCc2cccc(C(F)(F)F)c2)CC1	-5	-1	-3	0	-2	-2	102	15	3	-0.4
COc1cccc(CNC(=O)CNS(=O)(=O)c2ccc(Br)s2)c1	4	0	-1	0	-1	-5	165	-1	-5	-1.1
CCOc1ccc(-c2c(=O)n(OCc3ccccc3Br)c3ccccc3[n+]2[O-])c(OCC)c1	2	-8	-9	3	-14	-3	95	-6	-7	-3.2
CC(C)(C)Nc1nc(NCc2cccnc2)nc(N2CCOCC2)n1	9	9	-5	1	2	-1	94	-3	-3	-0.7
Cc1ccc(N2CC(O)(c3cccs3)[N+]3=C2CCCC3)cc1 (centres undefined)	-3	6	-1	2	-7	2	94	-2	-2	-1.8
CCCCNCC(=O)Nc1ccc(NC(=O)CNCCCC)cc1	9	-2	-2	-3	17	1	89	1	5	2.7
Clc1ccc(/C=N/N2CCN(Cc3ccccc3Cl)CC2)cc1	7	4	5	0	-5	-4	96	10	-20	-0.6
O=S(=O)(/N=C(/Nc1nc2ccccc2s1)c1ccccc1)c1ccc(F)cc1	-3	12	-6	2	-12	-7	99	-6	-1	3.3
CCCCCCCCS(=O)C1CS(=O)(=O)CC1O (centres undefined)	-4	3	-4	2	9	1	99	7	-1	-1.3
CNNC(=S)Nc1ccc(Cl)cc1	-3	0	-14	3	4	-2	94	1	-6	-3.2
Fc1ccc2nc(N3CCCCC3)sc2c1	-42	0	-6	-5	-4	3	97	0	4	-1.6
COc1ccc(CNC(=O)C(OC(=O)c2cccs2)C(C)C)cc1 (centres undefined)	4	4	-7	0	1	0	94	8	0	-1.1
Cc1cc(C(=O)OCC(=O)c2c(N)n(C)c(=O)n(C)c2=O)c(C)n1-c1ccccc1	-5	2	-1	1	-8	-5	99	8	-2	1.8
CCOCCc1nnc(NC(=O)C2CCN(C(=O)c3ccco3)CC2)s1	3	8	-5	3	1	5	101	-4	4	-1.7
O=C(Nc1cccc(Cl)c1)c1ccccc1	9	-3	-10	0	-10	-1	98	-11	1	1.1
O=C(CSc1nnc(-c2ccc(O)cc2)o1)Nc1ccccc1	-1	-1	-2	-10	-2	0	98	-9	-4	0.6

New compounds follow.
SMILES	PDI inh	MC4R antagonist	CaV13 ICDI inh	Glyco luc inh	H9c2 protect	m5-HT2A agonist	ABCB6 inh MLPCN	Granule exo inh	ABHD5 PLIN5 PPI	MC4R barr agon
O=C(NCc1cccs1)C1CCN(c2nc3ccccc3o2)CC1	4	-2	-4	0	-4	-4	100	0	4	2.4
Cc1ccccc1C(=O)N1CCN(c2ccc([N+](=O)[O-])c(NCc3ccco3)c2)CC1	4	10	-1	-4	32	4	88	2	1	-0.4
Cc1cccc(NC2=Nc3ccccc3N3C2=Nc2c(c(C)nn2-c2ccccc2)C3c2ccc(O)c(O)c2)c1 (centres undefined)	8	-4	-12	-1	22	10	103	6	-2	-3.0
COc1ccc(Br)cc1C1N2CC3(C)CN1CC(C)(C2)C3=O (centres undefined)	17	7	-5	-1	0	-2	101	3	-4	-1.7
CC1(c2nnc(Cc3ccccc3)o2)CC(c2cccnc2)=NO1 (centres undefined)	-8	8	-5	0	4	-4	99	68*	0	0.8
NC(=O)C1CCN(C(=O)CCNS(=O)(=O)c2cc(Br)cnc2N)CC1	2	15	-7	1	1	5	112	1	2	-0.1
Oc1ccc(N2CCN(C(c3cccnc3)c3nnnn3Cc3ccccc3)CC2)cc1 (centres undefined)	-4	19	.	-2	10	14	101	10	2	0.9
CCC1Sc2ccc(S(=O)(=O)CCC(=O)Nc3ccccc3Cl)cc2NC1=O (centres undefined)	13	-2	-6	1	-2	-4	100	-1	4	-2.2

Some of the entries above, reformatted:
compound | PDI inh | MC4R antagonist | CaV13 ICDI inh | Glyco luc inh | H9c2 protect | m5-HT2A agonist | ABCB6 inh MLPCN | Granule exo inh | ABHD5 PLIN5 PPI | MC4R barr agon
CC(=O)Nc1ccc(S(=O)(=O)Oc2cccc(N3C(=O)C4CC=CCC4C3=O)c2)cc1 (centres undefined) | -4 | 10 | -4 | 2 | -5 | -1 | 102 | -1 | 6 | -1.3
O=C(NCc1cccs1)C1CCN(c2nc3ccccc3o2)CC1 | 4 | -2 | -4 | 0 | -4 | -4 | 100 | 0 | 4 | 2.4
O=C(O)CCC(=O)NNc1ncnc2ccccc12 | 4 | -1 | -3 | 1 | -2 | -3 | 100 | -8 | -4 | -0.7
